Pf Dd2 inh: P. falciparum Dd2 growth inhibitors, primary screen, SYBR Green fluorescence, single dose replicates | 72 h; hits give low values | activity change, % at 10 µM | actives 2.3% (n = 94,000) | AID 1159554, 2015; in the data active = activity change below about -80%
Tcruzi prolif: T. cruzi intracellular proliferation inhibitors, primary screen, cell-based, beta-gal Tulahuen parasites, NIH3T3 host, luminescence; T. cruzi beta-gal in NIH3T3, GalScreen luminescence, 90 h; inhibition, % at 8.34 µM; actives 5.9% (n = 77,000); AID 624255, 2012;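 active = mean inhibition above about 93%, with at least 55% of replicates each passing it, limit read from the data, passing the limit was not always enough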
C diff HTS: C. difficile growth inhibitors, primary screen, HTS | Clostridium difficile clinical isolate growth, OD600, 24 h; hits give low values | actives 0.25% (n = 86,000) | growth activity, negative = inhibition, % at 16 µg/mL (by protocol);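 active = mean growth activity at or below -80% and every replicate also at or below -80%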;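 note: 0% = DMSO wells and -100% = levofloxacin 16 µg/mL wells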
GASC1 inh: inhibitors of GASC-1 (KDM4C) histone demethylase, primary screen, biochemical, single concentration HTS; GST-KDM4C 2-372, H3K9me3 peptide, LANCE TR-FRET; inhibition, % at 12.5 µM; Lysine-specific demethylase 4C (Homo sapiens), Q9H3R0; actives 0.15% (n = 96,000);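 active = mean replicate inhibition above about 25%, with at least 55% of replicates also reaching it, limit read from the data, passing the limit was not always enough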
Target sequence (Q9H3R0 2-372 limits assumed): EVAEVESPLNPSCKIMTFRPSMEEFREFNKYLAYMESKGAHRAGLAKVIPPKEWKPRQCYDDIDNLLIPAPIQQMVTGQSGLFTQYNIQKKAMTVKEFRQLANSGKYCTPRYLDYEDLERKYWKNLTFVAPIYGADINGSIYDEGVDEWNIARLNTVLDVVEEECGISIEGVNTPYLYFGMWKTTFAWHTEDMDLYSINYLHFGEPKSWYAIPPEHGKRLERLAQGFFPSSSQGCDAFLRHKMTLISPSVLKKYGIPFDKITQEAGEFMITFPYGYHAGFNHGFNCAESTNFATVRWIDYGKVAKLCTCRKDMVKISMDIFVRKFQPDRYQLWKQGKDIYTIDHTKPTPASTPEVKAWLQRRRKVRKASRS
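Compound: one test concentration per compound; Material: GST-GASC-1 enzyme fragment 2-372; Amount: GASC-1 enzyme at 10 nM final in reaction; Also added: H3K9me3 peptide substrate, Fe(II), 2-oxoglutarate; Technique: LANCE TR-FRET; Times: 30 min demethylation and 1 h detection at room temperature.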
* marks the source's active call; other numbers are inactive results; / = no result given; & = joins results of further samples; ! = not active in a repeat.

Order of results: Pf Dd2 inh	Tcruzi prolif	C diff HTS	GASC1 inh
CN1C(=O)c2cc(NC(=O)c3cscn3)ccc2OC[C@H]2O[C@@H](CC(=O)N3CCOCC3)CC[C@@H]21
→ 7.8	-1.1	6.9	-6.5
CCOC(=O)c1cc2c(c(-c3cccc(-c4cccc(OC)c4)c3)n1)[C@H](CCO)N(S(=O)C(C)(C)C)C2 (some centres undefined)
→ -14.2	40.7	/	-1.7
C[C@H](CO)N1C[C@H](C)[C@H](CN(C)S(=O)(=O)c2ccc(F)cc2)Oc2ccc(NC(=O)CCC(F)(F)F)cc2CC1=O
→ -18.6	22.1	-9.7	-3.9
CCCNC(=O)C[C@H]1C[C@@H]2c3cc(NC(=O)c4cccnc4)ccc3O[C@@H]2[C@H](CO)O1
→ 2.5	-49.2	-1.4	-1.2
C[C@H]1CCCCO[C@H](CN(C)C(=O)Nc2ccc3c(c2)OCO3)[C@@H](C)CN([C@@H](C)CO)C(=O)c2cc(NC(=O)C3CCCCC3)ccc2O1
→ -88.8*	56.0	-3.6	-2.6
CC(C)NC(=O)N1CC(=O)N2[C@H](CO)[C@@H](c3ccc(C#CCN(C)C)cc3)[C@H]2C1
→ 43.9	/	0.1	5.4
C[C@@H]1CN([C@H](C)CO)C(=O)c2cc(NC(=O)Cc3ccccc3)ccc2O[C@@H](C)CCCCO[C@H]1CN(C)Cc1ccc(Cl)c(Cl)c1
→ -83.6*	91.1	0.7	0.7
COc1ccc2c3c([nH]c2c1)[C@H](CO)N(C(=O)Nc1ccc(F)cc1)CC31CN(C(=O)c2ccccn2)C1
→ -25.2	/	5.5	-0.5
CC(C)NC(=O)N(C)C[C@H]1Oc2ccc(NS(C)(=O)=O)cc2CC(=O)N([C@H](C)CO)C[C@H]1C
→ 4.2	/	-1.4	-0.5
C/C=C/c1cnc2c(c1)C(=O)N([C@H](C)CO)C[C@@H](C)[C@H](CN(C)C(=O)Nc1c(C)noc1C)O2
→ 28.3	16.2	-1.8	1.4
CCC(=O)N[C@H]1CC[C@H](CCn2cc(CN(C)C)nn2)O[C@H]1CO
→ 15.2	/	2.7	-0.1
CCNC(=O)[C@H]1[C@H](CO)[C@H]2Cn3c(ccc(C4=CCCCC4)c3=O)[C@@H]1N2CC
→ 42.9	/	-10.2	-0.3
COc1cccc(C#Cc2ccc([C@H]3[C@@H](CO)N4C(=O)CN(C(C)=O)C[C@H]34)cc2)c1
→ 13.7	/	-9.4	0.1
C[C@H]1CN([C@@H](C)CO)S(=O)(=O)c2ccc(-c3cccnc3)cc2O[C@H]1CN(C)C(=O)CC1CC1
→ -11.2	30.4	-0.5	0.4
NCC[C@@H]1CC[C@H](NC(=O)NC2CCCCC2)[C@H](CO)O1
→ 11.6	/	-0.4	2.1
C[C@H](CO)N1C[C@H](C)[C@@H](CN(C)C(=O)NC2CCCCC2)Oc2c(NS(C)(=O)=O)cccc2C1=O
→ 7.6&20.0	-22.7	0.5&0.7	0.5
Cc1noc(C)c1S(=O)(=O)Nc1ccc2c(c1)C(=O)N([C@@H](C)CO)C[C@@H](C)[C@H](CN(C)S(=O)(=O)c1cn(C)cn1)OCCCC[C@@H](C)O2
→ 28.0	31.5	21.2	0.2
O=C(C[C@@H]1CC[C@H]2[C@@H](COC[C@H](O)CN2C(=O)C2CC2)O1)NCc1ccncc1
→ 4.0	42.0	0.1	0.3
COc1ccc(CN(C)C[C@@H]2OCCCC[C@@H](C)Oc3ccc(NC(=O)NC4CCCCC4)cc3C(=O)N([C@@H](C)CO)C[C@@H]2C)cc1
→ -40.7	-99.8	4.2	0.3
Cc1noc(C)c1NC(=O)Nc1cccc2c1O[C@@H](CN(C)Cc1ccc(C(F)(F)F)cc1)[C@@H](C)CN([C@@H](C)CO)C2=O
→ -1.1	-23.4	6.3	0.0
CO[C@@H]1CN(C)C(=O)c2cc(NS(C)(=O)=O)ccc2OC[C@H](C)N(C(=O)NC(C)C)C[C@@H]1C
→ 19.5	-3.3	-0.9	0.4
C[C@@H]1CN([C@@H](C)CO)C(=O)c2cc(NC(=O)Nc3ccc(C(F)(F)F)cc3)ccc2O[C@@H](C)CCCCO[C@@H]1CN(C)S(=O)(=O)c1ccc(F)cc1
→ -72.3	58.8	/	3.3
O=C(C[C@@H]1CC[C@H]2[C@@H](COC[C@@H](O)CN2S(=O)(=O)c2ccc(Cl)cc2)O1)NCC1CCCCC1
→ 2.2	-1.1	/	-1.7
CNC[C@@H]1OCCCC[C@H](C)Oc2ccc(NS(=O)(=O)c3cn(C)cn3)cc2C(=O)N([C@@H](C)CO)C[C@H]1C
→ 48.1	/	-2.3	-1.5
O=C(C[C@@H]1C[C@@H]2c3cc(NS(=O)(=O)c4ccc(F)cc4)ccc3O[C@@H]2[C@H](CO)O1)NCc1ccccc1
→ -7.3	-13.7	/	-1.3
COc1ccc(S(=O)(=O)N(C)C[C@H]2OCCCC[C@@H](C)Oc3ccc(N(C)C)cc3C(=O)N([C@H](C)CO)C[C@@H]2C)cc1
→ -83.2*!	36.3&88.3	-2.1&-0.1	13.6
COc1ccccc1CN1C[C@H](C)[C@@H](OC)CN(C)C(=O)c2ccc(NC(C)=O)cc2OC[C@H]1C
→ -7.9	-8.2	/	0.6
Cc1noc(C)c1S(=O)(=O)N(C)C[C@H]1Oc2c(NC(=O)C3CCOCC3)cccc2C(=O)N([C@@H](C)CO)C[C@H]1C
→ 18.4	24.3	/	0.1
C[C@H]1CN([C@@H](C)CO)C(=O)Cc2cc(NC(=O)Nc3ccc(C(F)(F)F)cc3)ccc2O[C@@H]1CN(C)Cc1ccc(-c2ccccc2)cc1
→ -8.1	50.9	5.6	-1.4
COCC(=O)N1CCC2(CC1)CN(Cc1ccccc1Cl)[C@H](CO)c1c2c2ccc(OC)cc2n1C
→ -60.4	/	12.5	-1.0
C[C@@H]1CN([C@@H](C)CO)C(=O)c2cc(Br)cnc2O[C@H]1CN(C)C(=O)C1CCOCC1
→ 49.9	-20.7	2.7	-0.5
COc1ccc2c3c([nH]c2c1)[C@@H](CO)N(C(=O)c1cccnc1)CC31CCN(C(=O)Nc2cccc(F)c2)CC1
→ -38.0	/	4.2	-0.6
COc1ccc(S(=O)(=O)Nc2ccc3c(c2)C(=O)N([C@H](C)CO)C[C@@H](C)[C@@H](CN(C)S(=O)(=O)c2ccc(Cl)cc2)OCCCC[C@@H](C)O3)cc1
→ -88.7*	91.0	5.2	-3.8
COCC(=O)N(C)C[C@@H]1Oc2cc(C#CC3CCCC3)ccc2S(=O)(=O)N([C@H](C)CO)C[C@H]1C
→ -25.4	18.0	/	-2.8
CCCNC(=O)C[C@H]1C[C@H]2c3cc(NC(=O)C4CCC4)ccc3O[C@H]2[C@H](CO)O1
→ 0.5	-35.8	-0.2	-1.4
C[C@H]1CN([C@@H](C)CO)C(=O)c2c(c3ccccc3n2C)-c2ccccc2CO[C@@H]1CN(C)S(=O)(=O)c1ccc(F)cc1
→ -90.7*	83.2	/	-2.7
COc1ccc(NC(=O)Nc2ccc3c(c2)C(=O)N([C@H](C)CO)C[C@@H](C)[C@H](CN(C)C(=O)c2ccccc2)OCCCC[C@@H](C)O3)cc1
→ -46.7	31.8	8.6	3.7
N#C[C@@H]1[C@H](c2ccc(C3=CCCC3)cc2)[C@@H](CO)N1C(=O)C1CCCC1
→ -21.5	66.2	-2.2	-1.8
C[C@H]1CN([C@@H](C)CO)C(=O)Cc2cc(NC(=O)NC3CCCCC3)ccc2O[C@@H]1CN(C)C(=O)Nc1ccccc1
→ 2.5	21.9	-7.1	-1.3
C[C@@H]1CN([C@@H](C)CO)C(=O)Cc2cc(NC(=O)Cc3cn(C)c4ccccc34)ccc2O[C@H]1CN(C)Cc1ccccc1
→ -75.3	41.8	-7.0	-4.6
C[C@H]1CN([C@@H](C)CO)C(=O)c2cc(C3=CCCCC3)cnc2O[C@@H]1CN(C)CC1CCOCC1
→ -10.9	-32.9	-2.2	2.6
C[C@@H]1CN([C@H](C)CO)C(=O)c2cc(N(C)C)ccc2O[C@@H](C)CCCCO[C@H]1CN(C)S(=O)(=O)c1cn(C)cn1
→ /	-20.6	-1.0	12.9
Cc1ccc(S(=O)(=O)N2C[C@@H](O)COC[C@H]3O[C@@H](CC(=O)NCC4CCCCC4)CC[C@@H]32)cc1
→ -42.2	23.0	/	0.4
C/C=C/c1ccc2c(c1)O[C@@H](CN(C)C(=O)Nc1cc(F)ccc1F)[C@@H](C)CN([C@@H](C)CO)S2(=O)=O
→ -19.5	11.6	12.1	8.2
CCS(=O)(=O)Nc1ccc2c(c1)C(=O)N(C)C[C@H](OC)[C@@H](C)CN(C(=O)c1ccc3c(c1)OCO3)[C@H](C)CO2
→ 26.8	-136.0	/	0.1

3 entries from above, field by field.
structure: C[C@H]1CN([C@@H](C)CO)S(=O)(=O)c2ccc(-c3cccnc3)cc2O[C@H]1CN(C)C(=O)CC1CC1
  Pf Dd2 inh = -11.2; Tcruzi prolif = 30.4; C diff HTS = -0.5; GASC1 inh = 0.4

structure: COc1ccc(NC(=O)Nc2ccc3c(c2)C(=O)N([C@H](C)CO)C[C@@H](C)[C@H](CN(C)C(=O)c2ccccc2)OCCCC[C@@H](C)O3)cc1
  Pf Dd2 inh = -46.7; Tcruzi prolif = 31.8; C diff HTS = 8.6; GASC1 inh = 3.7

structure: CCNC(=O)[C@H]1[C@H](CO)[C@H]2Cn3c(ccc(C4=CCCCC4)c3=O)[C@@H]1N2CC
  Pf Dd2 inh = 42.9; Tcruzi prolif = /; C diff HTS = -10.2; GASC1 inh = -0.3

New compounds follow.
Order of results: Pf Dd2 inh	Tcruzi prolif	C diff HTS	GASC1 inh
C[C@@H]1CN([C@H](C)CO)C(=O)c2cc(NC(=O)c3ccncc3)ccc2O[C@H]1CN(C)Cc1ccc(C(F)(F)F)cc1
→ 3.9	-31.5	2.0	-0.9
Cc1noc(C)c1S(=O)(=O)N(C)C[C@@H]1Oc2ccc(NS(=O)(=O)c3cccs3)cc2CC(=O)N([C@H](C)CO)C[C@H]1C
→ 0.5	11.7	-3.5	-0.8
COc1ccccc1NC(=O)N(C)C[C@@H]1Oc2ncc(Br)cc2C(=O)N([C@@H](C)CO)C[C@H]1C
→ 5.2	5.4	0.8	0.5
Cc1cc(C(=O)Nc2cccc3c2O[C@@H](CN(C)Cc2ccc(C(=O)O)cc2)[C@@H](C)CN([C@H](C)CO)C3=O)n(C)n1
→ 8.7	/	-1.5	0.0
CO[C@@H]1CN(C)C(=O)c2cc(NC(C)=O)ccc2OC[C@H](C)N(Cc2ccc(F)cc2)C[C@H]1C
→ 14.3	8.5	-0.7	0.4
CO[C@H]1CN(C)C(=O)c2ccc(NC(C)=O)cc2OC[C@@H](C)N(Cc2cc(F)ccc2F)C[C@@H]1C
→ -10.1	-9.4	2.0	0.3
COCC(=O)N1[C@H](CN(C)C(=O)c2ccccc2)[C@@H](c2ccccc2)[C@@H]1CO
→ -37.2	19.0	-3.9	-0.8
COc1ccc(NC(=O)Nc2ccc3c(c2)C(=O)N([C@@H](C)CO)C[C@@H](C)[C@@H](CN(C)Cc2ccc(C(F)(F)F)cc2)OCCCC[C@@H](C)O3)cc1
→ -83.0*	78.2	-0.6	-0.3
CCCC#Cc1cnc2c(c1)C(=O)N([C@H](C)CO)C[C@H](C)[C@H](CN(C)Cc1ccccc1)O2
→ -44.3	/	1.5	0.4
C[C@H](CO)N1C[C@H](C)[C@@H](CN(C)S(=O)(=O)c2cn(C)cn2)OCCCC[C@H](C)Oc2ccc(NC(=O)C3CCCCC3)cc2C1=O
→ 4.2	-0.1	0.4	0.5
CO[C@H]1CN(C)C(=O)c2ccc(NC(C)=O)cc2OC[C@H](C)N(C(=O)c2cnccn2)C[C@H]1C
→ /	9.4	/	2.1
O=C(Cc1cccnc1)N1CC2(C1)[C@@H](c1ccccc1)[C@@H](CO)N2C(=O)C1CCOCC1
→ 12.5	/	-0.8	-0.1
Cc1noc(C)c1NC(=O)N(C)C[C@H]1Oc2ccc(NC(=O)Cn3cnnn3)cc2CC(=O)N([C@@H](C)CO)C[C@@H]1C
→ 27.3	-39.6	-1.2	-1.4
C[C@@H]1CN([C@H](C)CO)C(=O)c2cc(NC(=O)c3ccccc3)ccc2O[C@@H](C)CCCCO[C@H]1CN(C)S(=O)(=O)c1ccc(F)cc1
→ -78.7	/	9.2	1.4
Cc1ccc(S(=O)(=O)N(C)C[C@H]2Oc3ncc(-c4ccncc4)cc3C(=O)N([C@H](C)CO)C[C@@H]2C)cc1
→ -70.6	84.0	-5.5	-0.6
CO[C@@H](CN(C)S(=O)(=O)c1ccc(F)cc1)[C@@H](C)CN([C@H](C)CO)S(=O)(=O)c1cccc(Cl)c1
→ -26.2	93.9	/	4.6
C[C@H]1CN([C@@H](C)CO)C(=O)Cc2cc(N(C)C)ccc2O[C@@H]1CN(C)C(=O)Nc1ccc(F)cc1
→ 6.0	/	-2.5	3.8
CN(C)C(=O)c1cc2c(c(-c3cccc(-c4ccccc4)c3)n1)[C@@H](CCO)N([S@](=O)C(C)(C)C)C2
→ 28.5	/	29.9	-1.6
COc1ccccc1CNC(=O)C[C@H]1CC[C@H]2[C@@H](COC[C@H](O)CN2C(=O)Nc2ccc(F)cc2)O1
→ 17.9	-31.6	12.3&-4.2	0.2
